Apoferritin bind = binds horse apoferritin like a general anesthetic; apoferritin/1-aminoanthracene competitive binding, fluorescence; P02791; AID 485281; Potency, µM (doses to about 77.5 µM), inactives show top-dose activity change, negative = displacement, usual class: inhibitors; hit rate 0.074% among 350,000; further: potency means the concentration at half of the fitted maximal effect; on the % scale 0 is the no-effect control and ±100 the full control effect; nearly all actives have a fitted effect of over 20% in size
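Apoferritin-based anesthetic binding model; compound displacement of fluorescent 1-AMA measured as endpoint fluorescence after 10 minutes at room temperature, scaled to free-ligand and complex controls.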
APE1 inh = blocks human APE1 abasic DNA cleavage; P27695; recombinant APE1, TAMRA/BHQ-2 abasic DNA cleavage fluorescence; Potency, µM (highest dose often 65.8 µM), inactives show at the highest dose activity change, negative = inhibition, hits mostly inhibitors; hit rate 0.35% among 350,000;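 further: potency means the concentration at half of the fitted maximal effect; plate controls were vehicle for no effect and reference inhibitor for full effect; nearly all actives have a fitted effect of over 55% in size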
Target sequence (P27695 whole entry, looked up): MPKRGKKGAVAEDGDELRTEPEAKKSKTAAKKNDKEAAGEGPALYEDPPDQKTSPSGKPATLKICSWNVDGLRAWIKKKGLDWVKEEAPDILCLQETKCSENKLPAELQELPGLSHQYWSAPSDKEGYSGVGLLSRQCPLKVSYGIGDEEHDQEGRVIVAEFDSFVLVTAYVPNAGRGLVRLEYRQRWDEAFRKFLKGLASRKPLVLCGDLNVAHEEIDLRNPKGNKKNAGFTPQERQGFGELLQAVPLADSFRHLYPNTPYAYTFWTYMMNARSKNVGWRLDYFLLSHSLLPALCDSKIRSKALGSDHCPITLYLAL
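Activity was derived from the fluorescence gain between first and third kinetic reads (60 s intervals, ex 525/em 598 nm) after 50 nM THF-abasic TAMRA/BHQ-2 duplex was added to 0.75 nM APE1 preincubated 15 min with compound.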
Pol eta inh = inhibitors of human DNA polymerase eta; AID 588591; recombinant Pol eta, fluorescent DNA replication assay; Potency, µM (titrated, usually from 114 µM), for the others: top-dose activity change, negative = inhibition, usual class: inhibitors; Q9Y253; hit rate 1.2% among 390,000; further: potency means the concentration at half of the fitted maximal effect; on the % scale 0 is the no-effect control and ±100 the full control effect
Target sequence (Q9Y253 whole entry, looked up): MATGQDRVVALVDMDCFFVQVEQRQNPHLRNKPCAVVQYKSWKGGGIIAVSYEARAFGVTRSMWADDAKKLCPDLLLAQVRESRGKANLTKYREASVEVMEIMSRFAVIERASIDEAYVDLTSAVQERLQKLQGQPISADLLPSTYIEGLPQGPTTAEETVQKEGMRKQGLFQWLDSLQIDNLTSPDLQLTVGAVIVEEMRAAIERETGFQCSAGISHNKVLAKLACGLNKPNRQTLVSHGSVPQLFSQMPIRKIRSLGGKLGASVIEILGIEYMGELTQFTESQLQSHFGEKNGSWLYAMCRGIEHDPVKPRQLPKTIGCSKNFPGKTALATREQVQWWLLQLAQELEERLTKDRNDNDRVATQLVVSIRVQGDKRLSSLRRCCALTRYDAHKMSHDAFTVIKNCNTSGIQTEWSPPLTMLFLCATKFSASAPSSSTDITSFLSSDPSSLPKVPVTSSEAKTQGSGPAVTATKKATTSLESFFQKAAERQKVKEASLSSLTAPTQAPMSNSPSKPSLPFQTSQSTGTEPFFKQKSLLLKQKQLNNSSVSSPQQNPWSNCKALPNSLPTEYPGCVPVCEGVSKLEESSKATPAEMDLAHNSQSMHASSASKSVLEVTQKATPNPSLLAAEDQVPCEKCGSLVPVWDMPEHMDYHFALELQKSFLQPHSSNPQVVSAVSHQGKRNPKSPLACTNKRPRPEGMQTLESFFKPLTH
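Pol eta (10 nM) was preincubated with compounds for 15 min at room temperature, after which fluorescent replication substrate (50 nM final) was added to start the reaction. Fluorescence was read kinetically at 0 and 10 min.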
ALOX12 inh = inhibitors of human 12S-lipoxygenase ALOX12. Potency, µM (highest dose often 108 µM), for the others: at the top dose activity change, negative = inhibition, most hits filed as inhibitors. hit rate 1.1% among 580,000. purified 12hLO, xylenol orange hydroperoxide absorbance. AID 1671190; further: potency means the concentration at half of the fitted maximal effect; on the % scale 0 is the no-effect control and ±100 the full control effect
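Purified human 12hLO at 150 nM in 25 mM Hepes, 0.01% Triton X-100, pH 7.0, preincubated 15 min at room temperature with compound. Reaction started with 40 uM arachidonic acid, 30 min at room temperature. Hydroperoxide measured by Fe-xylenol orange, 573/405 nm absorbance ratio.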
POLK inh = blocks human DNA polymerase kappa activity; Q9UBT6; purified Pol kappa, fluorescent DNA synthesis assay, 10 min; Potency, µM (highest dose often 107 µM), inactives show top-dose activity, negative = inhibition, most hits filed as inhibitors; hit rate 0.53% among 400,000; further: potency means the concentration at half of the fitted maximal effect; on the % scale 0 is the no-effect control and ±100 the full control effect
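Activity was followed as the change in fluorescence between reads at 0 and 10 min after starting the reaction with 50 nM substrate. Beforehand, 10 nM polymerase had been preincubated with compound for 15 min at room temperature.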
RGS4 inh = inhibitors of human regulator of G protein signaling 4; Potency, µM (top dose mostly 114 µM), for inactives: at the highest dose activity change, negative = inhibition, usual class: inhibitors; Transcreener GDP fluorescence polarization, RGS4-accelerated GTP hydrolysis; hit rate 0.039% among 390,000; further: potency means the concentration at half of the fitted maximal effect; on the % scale 0 is the no-effect control and ±100 the full control effect; nearly all actives have a fitted effect of over 75% in size; some results filed as inactive show a strong effect at the top dose
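MLSMR compounds (23 nl, pin-transferred) preincubated 10 min at room temperature with a 500nM (2x) first reagent, then RGS4 at 900nM (2x) plus Transcreener GDP mix added; fluorescence polarization (620/688 nm) read before and after 90 min at 30 °C.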
ERG-DNA inh = blocks human ERG Ets domain binding to DNA; P11308; fluorescence polarization, His-ERG Ets domain / labelled DNA; Potency, µM (doses to about 76.9 µM), for inactives: top-dose FP activity, negative = inhibition, hits mostly inhibitors; hit rate 0.028% among 370,000; AID 624246; active means well fitted inhibition curve with a large enough effect in the polarisation, with a control signal flat; inconclusive means small, poorly fitted or top-dose-only effect, or effect the other way, or a change in a side signal; inactive means no such curve, though single readings can be large or run the other way; the % refers to the polarisation;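 further: polarization taken with two DNA probes labelled with fluorescein and Texas red; potency means the concentration at half of the fitted maximal effect; % of control where 0% means no effect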
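His-tagged ERG Ets domain (1 uM in the protein solution; 300mM KCl, 50mM Tris-HCl, 1mM EDTA, 1mM DTT, pH 7.5) received compound, then a probe mix of 5 nM fluorescein-DNA and 100nM Texas-615-DNA. Fluorescence polarization was read for both dyes.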
Pol beta inh = DNA polymerase beta (human) inhibition; P06746; Pol beta primer extension/strand displacement, fluorescence kinetic; Potency, µM (titrated, usually from 114 µM), for the others: at the highest dose activity change, negative = inhibition, hits mostly inhibitors; hit rate 1.3% among 340,000; further: potency means the concentration at half of the fitted maximal effect; on the % scale 0 is the no-effect control and ±100 the full control effect
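Kinetic readout of DNA synthesis with strand displacement by Pol beta. Compound and 10 nM enzyme sit 15 min at room temperature; 50 nM substrate starts the reaction, read immediately and at 10 min.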
LDHA inh = inhibitors of human lactate dehydrogenase A. P00338. purified LDHA, NADH/diaphorase-resazurin fluorescence; active compounds read low. activity change, % (values are at about 110 or 230 µM). hit rate 0.15% among 480,000; in the data active means activity change below about -30%; inconclusive means mostly about -25% to -30%;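 further: plate controls were DMSO wells for no effect and wells without enzyme for full effect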
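Human LDH5 (2 nM) was incubated with 0.06 mM NADH and 0.2 mM pyruvate for 5 min at room temperature in Tris pH 7.4. Remaining NADH was coupled through diaphorase/resazurin, and resorufin fluorescence was read at 0 and 20 min.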
An asterisk follows results filed as active; ? = inconclusive; · = no result given; & = joins results of further samples; ! = a repeat was not active; [ ] = dose if it differs, or a comment. Unless noted, the call rests on the fitted dose curve; in most records, active means well fitted curve in the direction sought with a large enough effect; inconclusive means small, poorly fitted or top-dose-only effect, or another doubt; inactive means no such curve, though single readings can be large; an effect the other way counts as inactive or inconclusive.

Each structure is followed by: Apoferritin bind, APE1 inh, Pol eta inh, ALOX12 inh, POLK inh, RGS4 inh, ERG-DNA inh, Pol beta inh, LDHA inh
[1] CCNC(=O)c1c(C)[nH]c(C(=O)OCC)c1C
 : -6%, -2%, -5%, 6%, -2%, -3%, -1%, 13%, -5
[2] Cc1onc(-c2ccccc2)c1C(=O)N1CCOCC1
 : 4%, 4%, -5%, -1%, -6%, 19%, -5%, -19%, -3
[3] O=C(CCN1C(=O)c2ccccc2S1(=O)=O)Nc1cccc2ccccc12
 : -10%, 3%, -9%, -27%, -5%, -18%, 14%, 15%, 1
[4] Cc1cc(NC(=O)CSc2nnnn2-c2ccc(C(C)C)cc2)no1
 : 5%, 34%[activator], -23%, -23%, 4%, ?, -4%, 29%, -2
[5] O=C(CCN1CCOCC1)Nc1ccc(Cl)cc1
 : -2%, 34%, -4%, -33%, -5%, 8%, -1%, 16%, -10
[6] CC(=O)Nc1ccc(NS(=O)(=O)c2ccc3c(c2)CCCN3C(C)=O)cc1
 : -4%, ·, -13%, -4%, -3%[60.1 µM], 3%, 1%, -3%, 0
[7] COc1cc(N)c(Cl)cc1C(=O)CCC1CCN(CCNS(C)(=O)=O)CC1
 : 1%, -3%&-1%, ·, -13%&0%, 2%&-13%[19.4 µM], 38µM*!, ·, ·, ·
[8] COc1ccc(OC)c(NC(=O)c2cc(S(=O)(=O)N3CCCC3)cn2C)c1
 : -22%, 34%, -8%, 10%, -13%, 16%, 11%, 21%, -1
[9] COc1ccc(N(C(=O)c2cccc(OC)c2OC)C2C=CS(=O)(=O)C2)c(OC)c1 (centres undefined)
 : -5%, -2%, 0%, 18%, 0%, 0%, -2%, -16%, -6
[10] COc1ccc(CNC(=O)c2cc(=O)c3ccccc3o2)cc1
 : -17%, 0%, 1%, 0%&5%, -11%, -3%, 2%, 57%, -3&2
[11] CCOC(=O)CNC(=O)CSc1nnc(-c2ccccc2)c(-c2ccccc2)n1
 : -17%, -6%, -22%, -4%, 0%, -12%, 11%, 1%, 0
[12] O=C(Cc1ccccc1)N1N=C(c2ccncc2)CC1(O)C(F)(F)F (centres undefined)
 : 7%, 8%, -9%, 2%, 0%, 4%, 13%, -1%, -10
[13] C[n+]1cccc(C(=O)N/N=C/c2ccc3c(c2)OCO3)c1
 : 3%, -1%, -8%, ?, 0%, -4%, -6%, 12%, 2
[14] CN1CCN(C(=O)c2cccn(Cc3cccc(Cl)c3)c2=O)CC1
 : 18%, 51%[activator], -18%, ·, 3%, 1%, 2%, 9%, -2
[15] CCOC(=O)Cc1csc(NC(=O)CCSc2ccccc2)n1
 : -13%, -1%, -11%, -12%, -16%, -22%, -6%, 0%, 0
[16] Cc1ccc(O)c(/C=N/NC(=O)c2[nH]ncc2Br)c1
 : -13%, 17%, -12%, -8%, 4%, 2%, 7%, 3%, -1
[17] CSc1ccccc1NC(=O)c1cnc2sc(C)cn2c1=O
 : ·, 16%, -7%, -25%, -11%, -31%, -2%, ·, -9
[18] Cc1cc(C(=O)N/N=C/c2ccc([N+](=O)[O-])s2)c2ccccc2n1
 : -13%, 1%, 13%, -5%, -10%, -9%, 9%, 16%, -2
[19] Cc1c(C(N)=O)sc2ncn(CC(=O)NCCc3ccccc3)c(=O)c12
 : -9%, 5%, -13%, 17%, -16%, 9%, -3%, 15%, -4
[20] Cc1cccc(C(=O)NCC(=O)OC(C)C(=O)Nc2ccc(Cl)cn2)c1 (centres undefined)
 : ·, 22%, -14%, ?, -1%, -21%, 21%, ·, 3
[21] CCOc1ccc(NC(=O)COc2ccc3c(c2)OCO3)cc1
 : 4%, 11%[12.4 µM], -3%, -22%, -6%, -2%, 8%, -7%, -4
[22] COc1cccc(/C=N/NC(=O)c2ccccc2)c1OS(=O)(=O)c1ccccc1
 : -14%, -1%, -11%, -10%, 1%, -15%, 7%, 9%, 3
[23] O=C1NC(=S)N/C1=C/c1cc([N+](=O)[O-])ccc1O
 : -14%, -2%, -15%, 0%, -3%, -52%, 5%, 1%, -8
[24] O=C(Cc1ccccc1)N1CCNCC1
 : -4%, -12%, -4%, 22%, -7%, -3%, 19%, 17%, -2
[25] O=C(O)c1ccc(NS(=O)(=O)c2cccc(C(=O)Nc3ccc([N+](=O)[O-])cc3)c2)cc1
 : -7%, 13%, -2%, 10%, 4%, -7%, -2%, 2%, 1
[26] COc1cccc(C(C(=O)NC(C)(C)C)N(Cc2ccc(F)cc2)C(=O)CCC(=O)Nc2cc(C)on2)c1OC (centres undefined)
 : -16%, 34%, -19%, 5%, -13%, -13%, 0%, 19%, -3
[27] C(=N\n1cnnc1)/C1CCCCC1
 : -5%, 7%, 1%, 0%, -12%, 6%, -4%, -5%, 1
[28] O=C(C[C@@H]1C/C=C\CCC(=O)O[C@H](c2ccccc2)CNC1=O)N[C@H](CO)Cc1ccccc1
 : ·, -17%, -20%, -22%, 2%, -5%, -9%, ·, 1
[29] C/C(=N\NC(=O)c1ccc(CSc2nncn2C)cc1)c1ccc(C#N)cc1
 : -4%, -4%, 0%, 17%, -10%, 26%, -2%, 9%, -15
[30] COc1ccccc1C1C(C(=O)c2ccc(C)o2)=C(O)C(=O)N1c1cc(C)on1 (centres undefined)
 : ?, 47%[activator], -9%, ?, -6%, -23%, -4%, -21%, 2

2 entries drawn at random from the list so far, as already listed:
Each structure is followed by: Apoferritin bind, APE1 inh, Pol eta inh, ALOX12 inh, POLK inh, RGS4 inh, ERG-DNA inh, Pol beta inh, LDHA inh
[11] CCOC(=O)CNC(=O)CSc1nnc(-c2ccccc2)c(-c2ccccc2)n1
 : -17%, -6%, -22%, -4%, 0%, -12%, 11%, 1%, 0
[30] COc1ccccc1C1C(C(=O)c2ccc(C)o2)=C(O)C(=O)N1c1cc(C)on1 (centres undefined)
 : ?, 47%[activator], -9%, ?, -6%, -23%, -4%, -21%, 2

Carrying on:
nr	SMILES	Apoferritin bind	APE1 inh	Pol eta inh	ALOX12 inh	POLK inh	RGS4 inh	ERG-DNA inh	Pol beta inh	LDHA inh
31	COc1ccc(CC(=O)NCC(=O)N/N=C/c2cc(Br)ccc2OC)cc1	-12%	-1%	-17%	0%	1%	-6%	1%	81%	-4
32	Cc1ccsc1CNC1C2CC3CC(C2)CC1C3 (centres undefined)	?	1%	-11%	-4%	-12%	-17%	-12%	15%	-8
33	O=C(CCCN1C(=O)/C(=C/c2ccccc2Cl)SC1=S)NNC(=O)c1ccncc1	-9%	2%	-17%	111%[activator]	-20%	-32%	39%[activator]	-24%	6
34	CCCCN(C(=O)CSc1nnc(-c2ccc(Cl)cc2)o1)c1c(N)n(CC(C)C)c(=O)[nH]c1=O	·	18%	8%	?	-14%	-9%	6%	·	-7
35	CCOC(=O)C1=C(CS(=O)(=O)c2ccc(F)cc2)NC(=O)NC1c1ccc(O)c(O)c1 (centres undefined)	-4%	10%	?	?	45µM*	17%	2%	?	7
36	Cc1ccnc(NC(=O)c2ccco2)n1	-6%	5%	-7%	-2%	4%	-6%	3%	13%	0
37	Cc1nc2ccc(S(=O)(=O)NCC(=O)N3CCC(N4CCCCC4)CC3)cc2s1	-11%	3%	-9%	203%[activator]	8%	19%	10%	21%	-5
38	COc1ccc(NC(=O)N2CCN(S(C)(=O)=O)CC2)cc1	-3%	14%	-18%	3%	-4%	?	4%	22%	-1
39	COC(=O)c1cc(=O)n(Cc2cccs2)c(=Nc2ccc(F)cc2)s1	-17%	12%	-12%	-8%	-1%	-9%	-1%	31%	-1
40	CCCC(C)NC(=O)C1CC(=O)N(CCc2ccc(F)cc2)C1 (centres undefined)	-1%	23%	-20%	6%	-2%	-10%	-16%	42%	-3
41	O=C(COC(=O)/C=C/c1ccc(OC(F)F)cc1)NC1CCCCC1	·	9%	-12%	4%	-3%	0%	-10%	·	-2
42	COCCn1c(Cc2ccccc2)nnc1SCC(=O)NC1CCCCC1	-2%	-11%	1%	1%	-10%	13%	7%	37%	-5
43	COCCCN=C(c1ccco1)n1c(=S)nc(-c2ccco2)n(CCCOC)c1=S	-15%	?	-5%	?	?	?	·	35µM*	4
44	Cc1ccc(/C(N)=N/OC(=O)c2ccc3c(c2)OCO3)cc1	-12%	-9%	-13%	-4%	-2%	3%	28%	14%	0
45	Cc1nnc(SCC(=O)Nc2nc(C(C)(C)C)cs2)s1	-8%	-3%	-19%	0%	-11%	17%	-3%	16%	-8
46	CC/C(=N\NC(=O)c1csc(C)c1C)c1cccs1	-14%	-2%	-2%	?	-3%	-4%	6%	1%	-5

Grouped by structure: those above with bromine (two)
nr	SMILES	Apoferritin bind	APE1 inh	Pol eta inh	ALOX12 inh	POLK inh	RGS4 inh	ERG-DNA inh	Pol beta inh	LDHA inh
16	Cc1ccc(O)c(/C=N/NC(=O)c2[nH]ncc2Br)c1	-13%	17%	-12%	-8%	4%	2%	7%	3%	-1
31	COc1ccc(CC(=O)NCC(=O)N/N=C/c2cc(Br)ccc2OC)cc1	-12%	-1%	-17%	0%	1%	-6%	1%	81%	-4

Structures listed above that bear a hit mark in Pol beta inh.
nr	SMILES	Apoferritin bind	APE1 inh	Pol eta inh	ALOX12 inh	POLK inh	RGS4 inh	ERG-DNA inh	Pol beta inh	LDHA inh
43	COCCCN=C(c1ccco1)n1c(=S)nc(-c2ccco2)n(CCCOC)c1=S	-15%	?	-5%	?	?	?	·	35µM*	4

Bioassay records from PubChem.

These rows are one share of the data; count on the stated rates, not on these rows.
